KDM5B inh: blocks human KDM5B histone demethylase activity; Potency, µM (doses to about 57.7 µM), without a hit: at the top dose activity change, negative = inhibition, usual class: inhibitors; actives 2.6% (n = 220,000); KDM5B demethylase, FDH-coupled NADH fluorescence (FDH is formaldehyde dehydrogenase); AID 1347165; Q9UGL1; active means well fitted inhibition curve with a large enough effect; inconclusive means small, poorly fitted or top-dose-only effect; inactive means no such curve, though single readings can be large or run the other way; further: 0% is about no effect; nearly all actives have a fitted effect of over 70% in size
Target sequence (Q9UGL1 whole entry, looked up): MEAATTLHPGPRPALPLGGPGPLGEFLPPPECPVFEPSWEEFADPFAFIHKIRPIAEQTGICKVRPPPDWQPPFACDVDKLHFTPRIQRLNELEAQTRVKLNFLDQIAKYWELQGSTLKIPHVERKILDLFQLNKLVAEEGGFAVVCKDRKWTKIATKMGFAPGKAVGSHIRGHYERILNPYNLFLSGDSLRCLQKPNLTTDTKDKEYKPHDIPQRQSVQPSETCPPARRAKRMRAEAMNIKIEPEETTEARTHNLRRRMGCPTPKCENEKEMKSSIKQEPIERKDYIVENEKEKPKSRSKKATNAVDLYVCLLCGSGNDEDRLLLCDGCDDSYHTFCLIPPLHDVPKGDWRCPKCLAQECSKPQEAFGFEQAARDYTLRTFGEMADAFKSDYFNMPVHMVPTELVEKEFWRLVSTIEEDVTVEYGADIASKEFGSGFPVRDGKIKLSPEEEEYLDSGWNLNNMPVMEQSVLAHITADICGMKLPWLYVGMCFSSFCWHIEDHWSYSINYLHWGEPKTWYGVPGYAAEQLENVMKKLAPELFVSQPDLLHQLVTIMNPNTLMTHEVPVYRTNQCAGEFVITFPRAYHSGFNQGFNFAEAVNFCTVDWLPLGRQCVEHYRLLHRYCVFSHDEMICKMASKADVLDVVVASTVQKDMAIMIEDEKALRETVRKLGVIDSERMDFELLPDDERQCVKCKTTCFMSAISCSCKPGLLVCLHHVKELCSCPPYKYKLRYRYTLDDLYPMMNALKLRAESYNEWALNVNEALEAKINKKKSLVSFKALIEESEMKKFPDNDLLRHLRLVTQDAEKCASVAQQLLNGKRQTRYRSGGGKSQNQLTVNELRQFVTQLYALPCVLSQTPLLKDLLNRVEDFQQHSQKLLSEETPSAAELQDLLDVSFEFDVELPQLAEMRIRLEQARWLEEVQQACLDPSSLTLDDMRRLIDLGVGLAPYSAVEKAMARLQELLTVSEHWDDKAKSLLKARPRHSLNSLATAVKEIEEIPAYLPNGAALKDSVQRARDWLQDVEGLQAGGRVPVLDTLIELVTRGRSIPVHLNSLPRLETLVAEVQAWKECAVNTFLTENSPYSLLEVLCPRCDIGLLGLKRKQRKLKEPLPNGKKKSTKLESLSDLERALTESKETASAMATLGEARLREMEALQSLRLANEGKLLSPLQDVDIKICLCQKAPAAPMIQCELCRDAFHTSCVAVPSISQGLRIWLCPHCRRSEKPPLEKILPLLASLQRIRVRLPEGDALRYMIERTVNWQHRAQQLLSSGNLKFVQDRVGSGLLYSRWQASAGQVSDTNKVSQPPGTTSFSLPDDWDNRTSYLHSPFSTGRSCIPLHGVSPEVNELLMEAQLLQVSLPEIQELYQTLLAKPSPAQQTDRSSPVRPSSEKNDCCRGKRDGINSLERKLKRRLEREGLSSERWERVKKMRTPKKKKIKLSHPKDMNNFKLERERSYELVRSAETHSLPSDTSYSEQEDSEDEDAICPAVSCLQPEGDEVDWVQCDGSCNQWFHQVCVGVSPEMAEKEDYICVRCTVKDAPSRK
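Coupled FDH/NAD⁺ fluorescence readout. KDM5BΔAP 200 nM final; compound titration, 10 min RT preincubation; substrate mix 12.5 µM H3K4me3, 25 µM 2-OG, 50 µM Fe(II), 100 µM ascorbate, 0.25 mM NAD⁺, 0.25 U/mL FDH; ΔRFU over 30 min.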
Starred values were filed as active, the others as inactive; ? = inconclusive; & = joins results of further samples; [ ] = another dose, or the depositor's remark. Potency means the concentration at half of the fitted maximal effect. An excerpt; rates above refer to the full screens.

canonical_smiles	KDM5B inh
CNC(=O)[C@@H]1C[C@H](Oc2ccccc2)CN1C(=O)CCc1ccc(OC)cc1	-10%
CCCc1noc(-c2cccn3c(CNC(=O)CC4CCCCC4)nnc23)n1	?
C1CNC(c2nc(C3CCOCC3)no2)C1 (stereo not drawn)	?
CCn1ccc(C(=O)NCC23CCCC=C2NC(=O)CC3)n1 (stereo not drawn)	-5%
CCN1CCc2c(sc(-n3cccc3)c2C(C)NC(=O)Nc2ccccc2C)C1 (stereo not drawn)	?
COc1ccc(CN2CCOC[C@H]2c2ncc(-c3ccc(C)cc3)[nH]2)cc1	-14%[86.2 µM]
CCOC(=O)C1CCCN(C(=O)Cn2ncc3c([nH]c4ccc(C)cc43)c2=O)C1 (stereo not drawn)	?
Cc1nc(Nc2nc3ccccc3o2)nc(C)c1C(=O)Nc1ccc(F)cc1	12%
CC(C)CNC(=O)C(C)SCc1ccccc1 (stereo not drawn)	19%
COc1cccc(-c2nnnn2[C@H]2CO[C@H]3[C@@H]2OC[C@@H]3NC(=O)CC2(CC(=O)O)CCCC2)c1	7%
CCN(C(=O)C(C)S(=O)(=O)Cc1cccc(Cl)c1)c1ccccc1 (stereo not drawn)	14%
CS(=O)(=O)N1CC[C@H](C(=O)NNC(=O)Cc2ccccc2)C1	-14%[86.2 µM]
O=C(Nc1ccccc1)c1ccc(-c2cccc3c2CCNC3)o1	?
O=C(OCc1ccccc1)N1CCOCC12CCN(Cc1cccc(O)c1)CC2	-13%[86.2 µM]
Cc1cc(C(=O)OCC(=O)c2cccc([N+](=O)[O-])c2)c2ccccc2n1	-6%
CC1COCCN1Cc1ccccc1C#N (stereo not drawn)	2%
Cc1ccccc1CNC(=O)C(=O)NCC(c1cccs1)S(=O)(=O)c1ccc(Cl)cc1 (stereo not drawn)	-7%
CCOc1ccc(CCNC(=O)c2nn(C)c3c2CS(=O)(=O)c2ccccc2-3)cc1	-7%
CC(=O)NNC(=S)Nc1ccccc1C(F)(F)F	28%
CC(C)C(=O)N1CCCN(S(C)(=O)=O)c2ccccc21	14%
Cc1ccc(C(=O)Nc2cccc3cnccc23)cc1S(=O)(=O)N1CCCCCC1	-10%
Cc1cc(C)c(C)c(S(=O)(=O)NCc2ccc(C(=O)N3CCN(C)CC3)cc2)c1C	22%
Cc1ccc(-c2cc(C(=O)Nc3ccc(S(=O)(=O)N4CCCCC4C)cc3)no2)cc1 (stereo not drawn)	11%
Cc1nnc(-c2cc(-c3ccc(CO)cc3)ccn2)n1Cc1ccccc1	-11%[86.2 µM]
CC1(C)CC(NC(=O)CCc2ccccc2)CC(C)(CNC(=O)CCc2ccccc2)C1 (stereo not drawn)	6%
COCc1ccccc1CNC(=O)CC(C)(C)C	20%
C=CCC(O)(CC=C)C(C)NC(=O)c1ccc(OC2CCN(Cc3ccccn3)CC2)cc1 (stereo not drawn)	-39%
O=C(Nc1ccc(F)cc1F)C(Cc1ccccc1)N1Cc2ccccc2C1=O (stereo not drawn)	-5%
CCN(CC)c1nc2ccccc2nc1C(=O)Nc1ccc(F)cc1F	11%
COc1cc(C)ccc1OCc1nnc(SCC(=O)N2CCc3ccccc3C2)n1C	16%
CCN(CC)CCCn1c(-c2ccc(COc3ccc(Cl)cc3Cl)cc2)n[nH]c1=S	-13%
CC1(C)CC(=O)C2=C(C1)OC(N)=C(C#N)C2(C)C	-11%
COc1cc(C2c3c(-c4cc(C)ccc4O)n[nH]c3C(=O)N2CCCO)ccc1OCCC(C)C (stereo not drawn)	15%
CC(C)(C(=O)NCc1ccc(CN2CCCC2)cc1)c1ccccc1	20%
O=C(NC1CCCN(c2cc(-c3ccc(F)cc3)[nH]n2)C1)c1cc(F)ccc1F (stereo not drawn)	-2%
Cc1cc(=O)c2cc(C(=O)Nc3ccc(C)c(C)c3)ccc2[nH]1	-1%
Cc1sc(-c2c(C#N)c(N)nc3c2CCCCCC3)cc1[N+](=O)[O-]	-6%
C=C(C)CN(CC)C(=O)c1ccc(NC(=O)c2cccs2)cc1	1%
Cc1cc(C(=O)NN)c(Cl)cc1Cl	29%
O=C(NCc1cccnc1Oc1ccccc1F)c1cnc2ccccn12	5%
Cn1c(=O)c2c(nc(SCC(=O)O)n2Cc2cccc(Cl)c2)n(C)c1=O	3%
C=CCn1c(C(CC)CC)nc2ccccc21	17%
Cc1ccc(C(=O)N2CCC3(CC2)N=C(c2ccc(Cl)cc2)NO3)cc1	?
O=C(CSc1ncc(C(F)(F)F)cc1Cl)N1CCc2ccccc21	-14%
CN(CC(=O)N1CCC2(CCNCC2)CC1)Cc1cccnc1	?
Cc1ccc2c(c1)C(=O)C(=O)N2Cc1ccc(OCCC(C)C)cc1	19%&-8%
CCOC(=O)NCC(=O)NCc1cccnc1	-1%
CC(C)(C)c1ccc(C(CC(=O)O)NC(=O)c2ccccc2)cc1 (stereo not drawn)	18%
NS(=O)(=O)c1ccc(Nc2ncc([N+](=O)[O-])cc2[N+](=O)[O-])cc1	0%
COc1ccc(-c2cc3c(=O)n(CCNC(=O)c4cc(OC)cc(OC)c4)ccn3n2)cc1	-23%
COC(=O)c1sc(N2CCN(Cc3ccccc3)CC2)nc1N	13%
Cc1cc(C(=O)N2CCn3nc(C(C)O)cc3C2)c2ccc(F)cc2n1 (stereo not drawn)	12%
Cc1cc(C)cc(C(=O)NC2CCN(c3cc(-c4ccccc4)[nH]n3)C2)c1 (stereo not drawn)	?
C/C(=N/Nc1ccc(S(N)(=O)=O)cc1[N+](=O)[O-])c1cccc(Br)c1	24%
CN(C)CC(O)COc1ccc(NC(=O)Nc2cccc(F)c2)cc1 (stereo not drawn)	15%
Cc1cccc(-c2nc(-c3ccc4c(c3)[nH]c(=O)n4C)no2)c1	4%
Cc1cccc(C(=O)Nc2nnc(S(=O)(=O)N3CCC(C)CC3)s2)c1	16%
Cc1ccc(C)c(Cn2c(N3CCN(Cc4ccc(F)cc4)CC3)nc3c2c(=O)[nH]c(=O)n3C)c1	20%
Cc1cccc(OCc2cccc(C(N)=O)c2)c1	15%
CCC(=O)NCC(c1ccc2c(c1)OCO2)N1CCN(c2ccccc2)CC1 (stereo not drawn)	13%

3 compounds from above, arranged by SMILES length, largest number first.
canonical_smiles	KDM5B inh
COc1ccc(-c2cc3c(=O)n(CCNC(=O)c4cc(OC)cc(OC)c4)ccn3n2)cc1	-23%
Cn1c(=O)c2c(nc(SCC(=O)O)n2Cc2cccc(Cl)c2)n(C)c1=O	3%
O=C(CSc1ncc(C(F)(F)F)cc1Cl)N1CCc2ccccc21	-14%

Going on with the list.
canonical_smiles	KDM5B inh
CC(C)Oc1ccc(C(=O)N2CC(=O)Nc3ccc(F)cc3C2c2ccc(F)cc2)cc1 (stereo not drawn)	-12%
Cc1cc(Cl)cc(Cl)c1CNCC1(O)CCCNC1 (stereo not drawn)	54%
COc1ccccc1CNC(=O)CSc1nc(=O)[nH]c2c1CCCC2	9%
COCc1ccc2c(c1)c(OC(C)(C)C(=O)N1CCOCC1)nn2Cc1cccnc1	-6%[86.2 µM]
Cn1nc(C(=O)Nc2ccccc2Cl)cc1C(=O)Nc1ccccc1Cl	-26%
CCc1csc(CNC(=O)c2ccc(N3CCSCC3)nc2)n1	-44%
CCN1CCN(c2nc3c(c(=O)[nH]c(=O)n3C)n2Cc2c(Cl)cccc2Cl)CC1	11%
COCc1nnc(NC(=O)CN2CCN(c3nccnc3C#N)CC2)s1	-28%
CN1C(=O)CS(=O)C12CCN(C(=O)Cc1cccc(F)c1)CC2 (stereo not drawn)	-23%
CN(Cc1ccc(C(=O)NC2CC2)cc1)C(=O)/C=C/c1cccc(C(F)(F)F)c1	22%
CCC(C)NC(=O)C1=CC(c2cccc(OC)c2)=NS(=O)(=O)N1C (stereo not drawn)	6%
COc1ccc(Cl)cc1NC(=O)c1ncoc1-c1ccc(OC)c(OC)c1	-15%
CC(Oc1ccc(Cl)c(Cl)c1)C(=O)NN (stereo not drawn)	-1%
Cc1ccccc1CSCC(=O)Nc1sccc1C#N	5%
CCOC(=O)CSc1nc2cc3c(cc2c(=O)n1CCCC(=O)NCCc1ccc(OC)c(OC)c1)OCO3	11%
COc1ccccc1-n1c(=O)n(Cc2cccc(Cl)c2)c(=O)c2cccnc21	-2%
COc1ccc(C(=O)NC2CCN(c3cc(-c4ccccc4)[nH]n3)CC2)c(OC)c1	1%
CCC1Oc2ccc(NC(=O)Cc3ccc(F)cc3)cc2CN(Cc2ccc(OC)cc2)C1=O (stereo not drawn)	-31%
Cc1ccc2[nH]c(CN3CC[C@H]4NCCC[C@]4(CO)C3)cc(=O)c2c1	13µM*
O=C(c1cnn2cc(CCO)cnc12)N1CCc2c(nc[nH]c2=O)C1	?
COc1ccc(-c2cc(N3CCCN(C(=O)c4cc5ccccc5[nH]4)CC3)n[nH]2)cc1	-8%
Cc1ccc(CNc2ccc(O)cc2)s1	?
Cc1ccc(C(=O)Nc2ccccc2C(=O)OCc2cc(=O)n3nc(C4CC4)sc3n2)cc1	8%
CCC(c1cccs1)N1C(=O)[C@H]2CN(S(=O)(=O)c3cccnc3)C[C@H]2C1=O (stereo partly drawn)	-13%
Cc1cccc(C2(c3cccc(C)c3)CC2C(=O)N/N=C/C=C/c2ccccc2)c1 (stereo not drawn)	20%
COCCCNC(=O)c1cccc2c(=O)c(C)c(-c3ccccc3)oc12	8%
COC(=O)C1=C(C)N=C2SC=C(CC(=O)NCCc3ccccc3)N2C1c1cccc(OC)c1 (stereo not drawn)	?
N#Cc1ccc(CSc2nnc(-c3ccc(Br)cc3)o2)cc1	1%
Cc1ccc(C)c(N2CCN(c3ncnc4c3nc3n4CCCC3)CC2)c1	-20%
COc1ccc(C)cc1NC(=O)c1cnc(N2CCOCC2)c2ccccc12	-4%
NC1CCN(C(=O)C2CCCN(c3nc(-c4ccccc4)nc4c3CCC4)C2)CC1 (stereo not drawn)	-21%
CCOCCOC(=O)COc1ccc2c(=O)c(Oc3cc(C)c(Cl)c(C)c3)coc2c1	20%
Cc1ncoc1C(=O)N1CCOC(Cc2cccc(C(F)(F)F)c2)C1 (stereo not drawn)	14%
Cc1cn2nc(C(=O)Nc3ccc(C)c(F)c3)cc2c(N2CCSCC2)n1	25µM*
COc1ccc(Nc2nc3ccccc3nc2NS(=O)(=O)c2ccc(Cl)s2)cc1	13%
COC[C@@H]1CN(C(=O)CCc2c(C)nn(C)c2C)C[C@H]1c1ccccn1	-3%
CC(=O)N1CCc2c(sc3c2c(=O)n(-c2cccc(Cl)c2)c(=O)n3Cc2ccc(F)cc2Cl)C1	-14%
COc1ccc(-c2cc(CNS(=O)(=O)c3cc(OC)ccc3OC)on2)cc1	0%
Cc1ccc(NC(=O)Cn2c(=O)n(Cc3nc(C)no3)c(=O)c3cc4c(cc32)OCO4)cc1	-9%
CN1CCN(c2nc3c(c(=O)[nH]2)CCN(Cc2ccc(C#N)cc2)CC3)CC1	15%
Cn1c(=O)[nH]cc(CC(=O)N2CCOCC(O)C2)c1=O (stereo not drawn)	12%
CN(Cc1cccs1)C(=O)c1ccc(-c2ccccc2)cc1	-3%
CS(=O)(=O)CCC(NS(=O)(=O)/C=C/c1ccccc1)C(=O)O (stereo not drawn)	1%
COc1ccc(-c2nc(Cn3c(-c4ccccc4)nc(C)c(CCO)c3=O)c(C)o2)cc1	-23%
Cc1ccc(C)c(N2CCN(C(=O)CCc3conc3-c3ccccc3)CC2)c1	-7%
O=C(CCc1nc(C2CCCN2C(=O)c2n[nH]c3ccccc23)no1)NCc1ccccc1 (stereo not drawn)	-15%
CCNC(=O)c1cccnc1OC1CCN(C(=O)c2ccc(C)cc2)C1 (stereo not drawn)	16%
Cc1cccc(S(=O)(=O)N2CCC(n3cnnc3C(C)C)CC2)c1	15%
CCc1ccc(Nc2nn3c(=O)c4cc5c(cc4nc3s2)OCO5)cc1	?
COCCNC(=O)c1ccc(CN2C(=O)NC3(CCS(=O)(=O)CC3)C2=O)cc1	?
CC(C)C[C@@H]1N[C@H](C(=O)NCc2ccccn2)Cc2c[nH]c3cccc1c23	?
COc1cc(NC(=O)CC(c2cccs2)N2Cc3ccccc3C2=O)cc(OC)c1OC (stereo not drawn)	-22%
COc1ccc(C(=O)CC2(O)C(=O)Nc3ccc(F)cc32)cc1 (stereo not drawn)	18%
NC(=O)[C@@H](Cc1c[nH]c2ccccc12)NC(=O)[C@@H]1C[C@@H](NS(=O)(=O)c2cccs2)CCN1C(=O)[C@@H](O)[C@H](O)C(=O)O	-8%
COc1cc(/C=N/O)ccc1OCC(C)C	32%[activator]

7 compounds picked at random from the list so far:
canonical_smiles	KDM5B inh
CCNC(=O)c1cccnc1OC1CCN(C(=O)c2ccc(C)cc2)C1 (stereo not drawn)	16%
Cc1ccc(C)c(N2CCN(C(=O)CCc3conc3-c3ccccc3)CC2)c1	-7%
Cc1cccc(S(=O)(=O)N2CCC(n3cnnc3C(C)C)CC2)c1	15%
CN(Cc1cccs1)C(=O)c1ccc(-c2ccccc2)cc1	-3%
CC(C)C[C@@H]1N[C@H](C(=O)NCc2ccccn2)Cc2c[nH]c3cccc1c23	?
COc1cc(NC(=O)CC(c2cccs2)N2Cc3ccccc3C2=O)cc(OC)c1OC (stereo not drawn)	-22%
COc1cc(/C=N/O)ccc1OCC(C)C	32%[activator]
